Screening data (PubChem BioAssay)
ABHD5 PLIN5 PPI: ABHD5-PLIN5 interaction inhibitors, primary screen, cell lysate, split luciferase complementation, luminescence | Perilipin-5 (Homo sapiens) + 1-acylglycerol-3-phosphate O-acyltransferase ABHD5 (Homo … | inhibition, % at 4 µM | 360,000 compounds, 0.78% hits | AID 602281, 2012 | Split G. princeps luciferase complementation, 4 h;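 active = inhibition above the mean inhibition across every tested compound plus 3 SD, cut at about 22% in these data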;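 note: 0% = DMSO only wells and the 100% control is not disclosed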
Exocytosis inh: LAMP-1 surface exposure blockers, TALL-104 cells – cell-based, flow cytometry, MLPCN library, primary screen; TALL-104 LAMP-1 surface exposure; cells stimulated with thapsigargin and PMA; inhibition, % at 10 µM; 360,000 compounds, 0.66% hits; AID 651702, 2012;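 active = inhibition above about 55%, limit read from the data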
ABCB6 inh MLPCN: ABCB6 transporter inhibitors, primary screen, K562-ABCB6 cells, flow cytometry, MLPCN library | fluorescence ratio to DMSO, % at 10 µM | ATP-binding cassette sub-family B member 6 (Homo sapiens), Q9NP58 | AID 602162, 2011 | K562-ABCB6 porphyrin accumulation, 1 h; active compounds read low | 360,000 compounds, 0.19% hits;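 active = fluorescence ratio to DMSO below 75%, the collection mean minus 3 SD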;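 note: signal is porphyrin accumulated inside mitochondria; 100% equals median channel fluorescence of DMSO control wells; lower ratio means ABCB6 inhibition with less porphyrin fluorescence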
Target sequence (Q9NP58 whole entry, looked up): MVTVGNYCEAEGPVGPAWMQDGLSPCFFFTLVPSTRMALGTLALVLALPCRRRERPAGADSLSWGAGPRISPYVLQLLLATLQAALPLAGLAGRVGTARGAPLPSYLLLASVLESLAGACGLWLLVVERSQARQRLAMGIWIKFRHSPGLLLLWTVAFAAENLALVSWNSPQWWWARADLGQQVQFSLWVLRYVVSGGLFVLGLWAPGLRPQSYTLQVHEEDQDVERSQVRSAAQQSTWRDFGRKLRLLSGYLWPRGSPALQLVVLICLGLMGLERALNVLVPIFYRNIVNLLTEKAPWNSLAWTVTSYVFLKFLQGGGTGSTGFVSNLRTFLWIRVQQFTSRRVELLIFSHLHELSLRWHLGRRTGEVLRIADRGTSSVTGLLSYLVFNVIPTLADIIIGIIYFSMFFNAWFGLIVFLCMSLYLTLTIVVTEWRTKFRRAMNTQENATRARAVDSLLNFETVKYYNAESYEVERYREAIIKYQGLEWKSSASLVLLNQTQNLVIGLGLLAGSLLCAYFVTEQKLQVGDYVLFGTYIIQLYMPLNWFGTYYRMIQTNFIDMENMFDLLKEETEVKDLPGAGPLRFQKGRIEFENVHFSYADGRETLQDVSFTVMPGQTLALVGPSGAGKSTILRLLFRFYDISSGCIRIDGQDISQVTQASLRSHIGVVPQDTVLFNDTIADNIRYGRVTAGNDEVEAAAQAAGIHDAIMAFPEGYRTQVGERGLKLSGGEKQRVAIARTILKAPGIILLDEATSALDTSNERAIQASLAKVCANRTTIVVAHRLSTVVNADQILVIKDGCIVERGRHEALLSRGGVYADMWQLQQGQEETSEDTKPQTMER
MC4R antagonist: MC4R antagonists of cAMP signaling, primary screen, cell-based, TR-FRET, antagonist arm of biased-ligand search | Melanocortin receptor 4 (Homo sapiens), P32245 | MC4R-expressing cells, MTII-stimulated cAMP, LANCE TR-FRET | inhibition, % at 6.5 µM | 360,000 compounds, 0.48% hits | AID 540295, 2011;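 active = inhibition above its plate's cutoff, the mean of tested wells on that plate plus 3 SD, cut at about 29% in these data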;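 note: 0% = Melanotan II alone and 100% = Melanotan II plus saturating MCL0020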
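Material: U2OS-MC4R stable cell line | Reagent: Melanotan II challenge after compound preincubation | Doses: One concentration, 6.5 µM nominal | Incubation: 30-min compound preincubation, 1-h Melanotan II challenge, 1-h detection, room temperature | Signal: TR-FRET cAMP assay | Replicates: One well per compound, no replicates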
m5-HT2A agonist: mouse Htr2a agonists via beta-arrestin recruitment, primary screen, cell-based, luminescence | CHO-K1 mHTR2A beta-arrestin complementation; percent of 30 µM serotonin response | activation, % at 7.6 µM | 360,000 compounds, 0.66% hits | AID 624169, 2012;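 active = activation above a run cutoff, the mean activation of all tested compounds plus 3 SD, cut at about 14% in these data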;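 note: 0% = plate median of compound wells and 100% = 30 µM serotonin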
iPSC survival up: enhancers of single-cell hiPSC survival, primary screen, ATPlite luminescence; 100% = ROCK inhibitor wells, 0% = DMSO; survival enhancement, % at 20 µM; 360,000 compounds, 0.044% hits; in the data active = survival enhancement above about 18%;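 note: cells exposed to compounds for 16 hours before the ATP read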
aDG glyco up: activators of alpha-DG glycosylation, primary screen, uHTS, Pro5-aDG cells, AlphaScreen | alpha-DG glycosylation AlphaScreen (IIH6); 0% Pro5, 100% B10-LARGE cell signal | activation, % at 10 µM | 360,000 compounds, 0.22% hits | AID 624168, 2012;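 active = activation of at least 8% versus controls, or a plate z-score of at least 8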;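 note: Pro5 are CHO cells carrying HIG-tagged alpha-DG that lacks glycosylation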
Cardio protect: cardioprotection against H2O2-induced cell death, primary screen, uHTS, H9c2 cells, ATPLite luminescence. H9c2 cardiomyocytes, H2O2 injury protection, 2 h. protection from H2O2 cell death, % at 20 µM. 360,000 compounds, 0.63% hits;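 active = compounds giving at least 50% protection of heart cells from peroxide-induced death in the single-dose screen, raw or plate-pattern-corrected value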;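 note: 0% = DMSO wells with peroxide and 100% = DMSO wells without peroxide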
N-glyco inh: increase of ERlucT glycosylation luciferase signal, primary screen, N-linked glycosylation inhibitor project, D54 ERlucT cells, luminescence, set 2; reporter increase, % at 12.5 µM; 360,000 compounds, 0.23% hits; D54 ERlucT glycosylation luciferase reporter, 24 h; percent of 100 nM tunicamycin response;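 active = mean luciferase reporter signal, scaled so untreated is 0 and the glycosylation-blocking control 100, at or above a set limit in every replicate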;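 note: luciferase carries N-glycosylation sites so blocking glycosylation raises the light; 0% = median of neutral control wells and 100% = median of 100 nM tunicamycin wells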
MC4R ag barr: MC4R agonists recruiting beta-arrestin, primary screen, cell-based, luminescence, agonist arm of biased-ligand search; 360,000 compounds, 0.98% hits; U2OS MC4R beta-arrestin complementation; percent of melanotan II response, DMSO zero; Melanocortin receptor 4 (Homo sapiens), P32245; activation, % at 8.9 µM;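 active = activation above a per-plate cutoff, the mean activation of sample wells on that plate plus 3 SD, cut at about 8% in these data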
* = called active by the depositor.

No.	compound	ABHD5 PLIN5 PPI	Exocytosis inh	ABCB6 inh MLPCN	MC4R antagonist	m5-HT2A agonist
1	Cc1cc(C)n(C(=O)c2ccc(C)c(S(=O)(=O)N3CCCCC3)c2)n1	-10	-3	90	-1	4
2	CCCn1c(=S)[nH]c2cc(C(=O)N3CCN(C4CCCCC4)CC3)ccc2c1=O	-3	6	100	21	7
3	CC1(C)CC(=O)C2=C(C1)c1c(ccc3ccccc13)NC2c1ccc(C(=O)O)cc1 (stereo not drawn)	1	-9	93	5	-2
4	CC(C)(CO)Nc1nc(Cl)nc(NC2CCCCC2)n1	-7	12	98	11	-4
5	CCOC(=O)CSc1nc(-c2ccccc2)nc2ccccc12	-4	1	91	-3	0
6	O=[N+]([O-])c1ncccc1OCc1ccc(Br)cc1F	2	-6	101	11	1
7	CC(=O)Nc1ccc(S(=O)(=O)N2CCN=C2SCc2cccc(C)c2)cc1	1	5	101	7	-1
8	Nc1nc(Nc2ccc(Cl)cc2)nc(NCc2ccco2)c1[N+](=O)[O-]	-2	-2	99	6	-7
9	O=C(CCCc1ccccc1)NCc1cn2ccsc2n1	-6	-17	104	9	0
10	Cc1ccc(S(=O)(=O)CC(=O)N(CCCN2CCOCC2)c2nc3c(F)cccc3s2)cc1	1	-1	95	5	-10
11	COCCn1c(C23CC4CC(CC(C4)C2)C3)n[nH]c1=S	-6	-1	98	13	1
12	COc1cc(C(=O)NNC(=O)c2n[nH]c3ccccc23)cc(OC)c1OC	-5	6	97	9	1

No.	iPSC survival up	aDG glyco up	Cardio protect	N-glyco inh	MC4R ag barr
1	-2.9	0.1	8	2	-0.7
2	1.3	0.4	4	-3	3.9
3	-0.2	0.0	-1	1	-0.5
4	0.5	0.2	3	2	-1.8
5	4.7	-0.2	4	0	-2.5
6	-0.6	-0.1	-5	0	-1.3
7	-0.1	0.3	-10	2	-2.4
8	0.2	-0.4	-6	0	3.0
9	1.6	0.8	15	3	2.6
10	0.6	-0.1	4	-1	-2.1
11	1.8	-0.1	-3	-2	-0.5
12	-2.2	-0.2	-1	2	-0.1

Remaining list, next part:
No.	compound	ABHD5 PLIN5 PPI	Exocytosis inh	ABCB6 inh MLPCN	MC4R antagonist	m5-HT2A agonist
13	O=c1c2ccccc2ncn1-c1ccccc1C(F)(F)F	-3	-15	101	10	8
14	CC(=O)NCC(=O)OCC(=O)Nc1ccc(C(C)=O)cc1	-2	2	93	5	7
15	CCN1CCN(C2=C(NS(=O)(=O)c3ccc(NC(C)=O)cc3)C(=O)c3ccccc3C2=O)CC1	-28	6	118	-14	-3
16	CC(c1ccccc1)n1c(SCC(=O)N2CC(=O)Nc3ccccc32)nc2ccccc2c1=O (stereo not drawn)	6	18	96	33*	-5
17	COC(=O)C(C)Sc1nc2c(c(=O)n1-c1ccccc1)SCC2 (stereo not drawn)	8	-2	93	-1	-6
18	O=C(CN1C(=O)NC2(CCCCCC2)C1=O)NCc1ccccc1	7	6	94	-3	6
19	N#Cc1ccccc1CSc1ccccn1	-6	-8	97	-5	1
20	Cc1ccc(OCC(=O)NCCCNC(=O)c2cccnc2)cc1	1	36	91	-1	1
21	O=C1CCCCCN1Cc1ccccc1	0	-5	91	2	9
22	CCN(CC)CCNC(=O)c1ccc(NC(=O)c2cc(-c3ccncc3)nc3ccccc23)cc1	9	8	98	0	-4
23	O=C(NC1CCCC1)c1ccccc1-c1nc2ccccc2[nH]1	2	-2	104	3	-2
24	O=C(COC(=O)COc1ccccc1F)NC1CC1	5	3	94	-6	0

No.	iPSC survival up	aDG glyco up	Cardio protect	N-glyco inh	MC4R ag barr
13	0.8	0.1	8	0	0.8
14	-1.7	0.4	-3	2	-2.0
15	-0.4	6.7*	-6	7	-4.2
16	0.4	-0.2	13	-11	-0.8
17	-2.4	0.0	12	5	4.3
18	0.8	-0.2	-3	0	-1.1
19	5.1	0.1	4	-2	-0.3
20	0.2	-0.1	-4	1	2.6
21	0.6	0.1	1	-1	-1.6
22	0.0	0.1	-3	3	-2.2
23	-1.5	0.0	5	0	-2.0
24	0.0	0.0	8	3	-3.5

Next records follow:
No.	compound	ABHD5 PLIN5 PPI	Exocytosis inh	ABCB6 inh MLPCN	MC4R antagonist	m5-HT2A agonist
25	CCOc1ccccc1-c1n[nH]c(=S)o1	3	2	98	12	4
26	O=C(c1cnn(-c2ccccc2)c1)c1cc(F)ccc1O	-2	-10	96	5	-2
27	COc1ccccc1CNC(=O)c1cn(C)c(=O)c2cc(OC)c(OC)cc12	-2	4	88	-4	6
28	CC(=O)C(Cc1ccccc1)NC(=O)CN1CCN(Cc2ccccc2)CC1 (stereo not drawn)	3	1	91	-3	-1
29	CNC(=S)N/N=C/c1c2ccccc2c(Cl)c2ccccc12	-6	56*	108	15	-3
30	Cc1ccc(CNC(=O)NC2CCCCC2)cc1	-2	-2	96	8	-3
31	CCOc1ccc(C(NC(=O)/C=C/c2ccco2)c2ccc(OC)c(OC)c2)cc1 (stereo not drawn)	11	2	96	19	3
32	COc1ccccc1CNC(=O)COC(=O)C1CCN(S(=O)(=O)c2ccc(C)c(C)c2)CC1	-10	-1	97	8	3
33	Cc1ccc(NC(=O)Cc2c(C(=O)O)n(C)c3ccccc23)cc1F	0	-3	105	22	1
34	COc1ccccc1Nc1nc(N)nc(CN2CCN(Cc3ccc4c(c3)OCO4)CC2)n1	-5	3	102	-3	-6
35	COCCNC(=O)CSc1ncnc2sc(-c3ccccc3)cc12	10	-1	93	-2	9
36	O=C1NC2(CCCc3ccccc32)C(=O)N1Cc1nnc(-c2ccccc2Br)o1 (stereo not drawn)	-6	1	96	-6	3

No.	iPSC survival up	aDG glyco up	Cardio protect	N-glyco inh	MC4R ag barr
25	-1.8	-0.2	-1	5	-0.2
26	-0.7	0.1	-8	-1	3.7
27	1.5	0.0	10	1	0.1
28	-0.8	-0.1	-3	1	-2.4
29	1.7	0.0	-2	5	4.1
30	-1.6	0.2	6	-2	-1.5
31	1.6	1.1	2	1	-2.9
32	-0.4	-0.2	-5	-1	2.3
33	1.1	-0.2	3	-1	-0.1
34	-0.1	0.1	0	1	-1.7
35	-0.2	0.9	-4	-3	-0.6
36	-0.3	-0.1	-3	-1	2.8

(more compounds)
No.	compound	ABHD5 PLIN5 PPI	Exocytosis inh	ABCB6 inh MLPCN	MC4R antagonist	m5-HT2A agonist
37	C=CCn1c(SCc2nc3sc(C(=O)O)c(C)c3c(=O)[nH]2)nnc1-c1ccccc1	-1	2	93	1	7
38	CCCOc1ccc(-c2cn3ccccc3n2)cc1[N+](=O)[O-]	4	0	84	-2	-3
39	COc1cccc(NC(=O)CN(C)C(=O)c2c(C)nn(Cc3ccc(C)cc3)c2Cl)c1	5	3	98	1	9
40	OC(COc1ccccc1)Cn1c2ccccc2c2ccccc21 (stereo not drawn)	-8	3	99	8	-4
41	CC(O)CC(=O)OC[C@]12CC[C@H]3[C@@](C)(CC[C@H]4C(C)(C)CCC[C@]34C)[C@@H]1CC(C1=CC(=O)OC1O)O2 (stereo partly drawn)	80*	56*	104	33*	-6
42	O=c1c2[nH]c3ccc(F)cc3c2ncn1CC1CCCO1 (stereo not drawn)	5	-1	102	12	2
43	CN(C)c1ccc(NS(=O)(=O)c2cc(Cl)ccc2Cl)cc1	-1	23	102	0	9
44	CCc1cccc(NC(=O)Nc2ccc3c(c2)OCO3)c1	9	-5	102	-7	0
45	CCN(c1cccc(C)c1)S(=O)(=O)c1ccc2c(c1)CCCN2C(C)=O	-9	0	101	5	-1
46	O=C(CCSCCc1ccccn1)Nc1ccccn1	-3	1	102	1	-4
47	CC(C)CCn1nnnc1C(c1ccccc1)N1CCC(C(N)=O)CC1 (stereo not drawn)	0	2	94	11	-3
48	O=C(COc1ccccc1C(=O)NCc1ccccc1)Nc1ccccc1	0	-3	95	7	-5

No.	iPSC survival up	aDG glyco up	Cardio protect	N-glyco inh	MC4R ag barr
37	-3.2	0.4	0	1	-0.7
38	-2.8	0.3	-22	-8	-0.8
39	0.4	-0.1	-3	3	0.5
40	0.8	0.0	-10	-3	-0.4
41	-0.4	0.4	-18	-6	16*
42	-0.6	-0.1	0	2	0.4
43	0.9	-0.2	-9	5	-3.3
44	-2.0	0.8	-3	0	0.9
45	0.8	0.0	-1	-3	-2.5
46	1.8	0.2	2	1	-1.8
47	-0.9	0.0	5	0	1.0
48	-0.4	0.1	8	-1	0.0

Ordered by the number under N-glyco inh (high to low): 3 from the list above.
#	structure	ABHD5 PLIN5 PPI	Exocytosis inh	ABCB6 inh MLPCN	MC4R antagonist	m5-HT2A agonist	aDG glyco up	N-glyco inh	MC4R ag barr
24	O=C(COC(=O)COc1ccccc1F)NC1CC1	5	3	94	-6	0	0.0	3	-3.5
42	O=c1c2[nH]c3ccc(F)cc3c2ncn1CC1CCCO1 (stereo not drawn)	5	-1	102	12	2	-0.1	2	0.4
45	CCN(c1cccc(C)c1)S(=O)(=O)c1ccc2c(c1)CCCN2C(C)=O	-9	0	101	5	-1	0.0	-3	-2.5

Going on with the list.
No.	compound	ABHD5 PLIN5 PPI	Exocytosis inh	ABCB6 inh MLPCN	MC4R antagonist	m5-HT2A agonist
49	CCCCC(=O)Nc1cc(C(=O)NCCc2ccccc2)ccc1Cl	6	-6	96	5	0
50	Cc1ccc(-c2nnc(SCC(=O)N/N=C/c3ccc(C)s3)n2-c2ccccc2)cc1	-4	4	97	-4	0
51	N/C(=N\OC(=O)COc1ccc(Cl)cc1Br)c1cccnc1	0	-3	98	5	0
52	CCOC(=O)c1c(NC(=O)C(Sc2ccccc2)c2ccccc2)sc(C(=O)N(C)C)c1C (stereo not drawn)	-5	0	94	2	-3
53	CCCN(C(=O)CSCc1c(C)noc1C)c1c(N)n(Cc2ccccc2)c(=O)[nH]c1=O	4	-3	102	-1	-2
54	CN(C(=O)c1cccc(NC(=O)Cc2ccc(NC(=O)C3CCN(S(=O)(=O)c4cccc([N+](=O)[O-])c4)CC3)cc2)c1)C1CCCC1	-1	-2	95	13	-1

No.	iPSC survival up	aDG glyco up	Cardio protect	N-glyco inh	MC4R ag barr
49	-1.8	0.2	1	-5	-1.1
50	-0.3	0.2	0	16	-1.6
51	-0.4	0.0	-6	1	-0.8
52	0.6	0.3	-16	-5	-0.3
53	-0.5	0.1	-1	4	-2.7
54	-0.4	0.7	-17	2	-1.0

Not a hit list; any-hit rate near 4.5%.
